Assay outcomes from PubChem BioAssay.
S100A4 inh HTS: blocks human S100A4 binding to myosin IIA peptide. P26447. S100A4/TAMRA-MyoIIA peptide fluorescence polarization. inhibition, % at 10.7 µM. actives 0.14% (n = 360,000);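 active = mean inhibition of at least 70% across replicates, with every replicate also reaching that level; inconclusive = mean inhibition reaches 70% but some replicates fall short; inactive = mean inhibition below 70%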
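Compound dosing: one dose per compound; test system: human S100A4 monomer with TAMRA-labelled myosin IIA peptide; probe or stimulus: TAMRA-labelled myosin IIA heavy-chain peptide probe, 5 nM; medium: HEPES buffer with Ca2+, pH 7.2; schedule: 5 min incubation before reading; benchmarks: neutral control DMSO, positive control TFP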
esBAF inh: blocks esBAF chromatin remodeling in mouse ES cells | Bmi1-luciferase knock-in reporter, 24 h; 100% = twice the neutral-well signal | AID 602393 | reporter increase, % at 12.5 µM | actives 2% (n = 350,000); in the data active = activation above about 40%; inconclusive = no clear call, values can overlap the other calls;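 note: 0% = median of the plate's neutral control wells and 100% = double that signal; a rise in the Bmi1 reporter signal indicates esBAF inhibition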
ERp5 block: ERp5 (human) disulfide isomerase inhibition; Q15084; ERp5 insulin aggregation, absorbance 650 nm, 90 min; inhibition, % at 9.99 µM; actives 0.05% (n = 350,000); AID 651711;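 active = mean replicate inhibition above about 25%, with every replicate also reaching it, limit read from the data, passing the limit was not always enough; inconclusive = only one of those two criteria met; inactive = neither criterion met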
Target sequence (Q15084 whole entry, looked up): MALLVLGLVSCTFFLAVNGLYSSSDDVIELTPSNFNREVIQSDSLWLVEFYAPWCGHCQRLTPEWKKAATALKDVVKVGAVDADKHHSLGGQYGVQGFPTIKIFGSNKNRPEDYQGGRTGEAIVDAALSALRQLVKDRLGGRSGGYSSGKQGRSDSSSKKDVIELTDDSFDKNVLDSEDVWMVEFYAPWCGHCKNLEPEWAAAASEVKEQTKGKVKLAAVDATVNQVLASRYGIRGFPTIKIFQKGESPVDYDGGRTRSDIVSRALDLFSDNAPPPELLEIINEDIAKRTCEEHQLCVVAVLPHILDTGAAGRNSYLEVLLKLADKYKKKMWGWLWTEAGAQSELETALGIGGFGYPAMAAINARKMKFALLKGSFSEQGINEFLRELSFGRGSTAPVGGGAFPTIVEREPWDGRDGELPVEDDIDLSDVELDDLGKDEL
Xi reactivation: reactivates the inactive X chromosome in mouse fibroblasts; activation, % at 7.58 µM; XiGFP mouse fibroblasts, % GFP-positive cells imaging, 3 d; cells co-treated with 5-aza-dC sensitizer; scaled so ellipticine positive control = 100%; actives 0.055% (n = 360,000);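 active = mean normalized replicate activation at least 10% and every replicate at or above 10%; inconclusive = only one of the two criteria met; inactive = mean below 10% and not all replicates reach 10%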;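 note: 0% = median of on-plate neutral control wells and 100% = ellipticine 6 µM median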
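Material: SV40-immortalized XiGFP fibroblast cells, line 68-5-11 | Buffer or medium: DMEM containing 5-aza-dC | Dosing: One concentration, pinned | Times: 3 d treatment, 15 min room-temperature fixation | Controls: Ellipticine 6 µM positive control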
RAD52 anneal inh: inhibitors of human RAD52 DNA annealing | P43351 | recombinant RAD52 DNA annealing, FRET fluorescence | actives 0.46% (n = 360,000) | AID 651710 | inhibition, % at 18.7 µM;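 active = every replicate showing at least 50% inhibition; inconclusive = mean inhibition at least 50% but not in every replicate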
RAD54 branch: blocks human RAD54 Holliday junction branch migration; AID 602329; FAM/BHQ fluorescence; Q92698; actives 0.14% (n = 360,000); inhibition, % at 10.4 µM;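 active = mean normalized replicate activity at least 40 and at least half of replicates scoring 40 or more; inconclusive = only one of the two criteria met; inactive = mean below 40 and under half of replicates reaching 40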;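 note: 0% = median of neutral control wells and 100% = median of positive control wells; inhibitors cause a drop in the FAM fluorescence signal; in these data hits start at about 50%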
E-sel inducer: E-selectin induction on HUVECs | P16581 | HUVEC E-selectin immunofluorescence imaging; normalized: neutral wells 0, TNF-alpha wells 100 | activation, % at 7.58 µM | actives 0.37% (n = 260,000);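 active = mean E-selectin-positive cell signal at least 10% of the positive control, reached in at least 60% of replicates, without over 20% cell loss; inconclusive = no rule given, readout overlaps actives, possibly toxicity-flagged; inactive = the rest, including those meeting only one limit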;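 note: in these data hits start at about 27%; measured in HUVEC primary endothelial cells; signal is the percent of cells scored E-selectin positive by PE staining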
Target sequence (P16581 whole entry, looked up): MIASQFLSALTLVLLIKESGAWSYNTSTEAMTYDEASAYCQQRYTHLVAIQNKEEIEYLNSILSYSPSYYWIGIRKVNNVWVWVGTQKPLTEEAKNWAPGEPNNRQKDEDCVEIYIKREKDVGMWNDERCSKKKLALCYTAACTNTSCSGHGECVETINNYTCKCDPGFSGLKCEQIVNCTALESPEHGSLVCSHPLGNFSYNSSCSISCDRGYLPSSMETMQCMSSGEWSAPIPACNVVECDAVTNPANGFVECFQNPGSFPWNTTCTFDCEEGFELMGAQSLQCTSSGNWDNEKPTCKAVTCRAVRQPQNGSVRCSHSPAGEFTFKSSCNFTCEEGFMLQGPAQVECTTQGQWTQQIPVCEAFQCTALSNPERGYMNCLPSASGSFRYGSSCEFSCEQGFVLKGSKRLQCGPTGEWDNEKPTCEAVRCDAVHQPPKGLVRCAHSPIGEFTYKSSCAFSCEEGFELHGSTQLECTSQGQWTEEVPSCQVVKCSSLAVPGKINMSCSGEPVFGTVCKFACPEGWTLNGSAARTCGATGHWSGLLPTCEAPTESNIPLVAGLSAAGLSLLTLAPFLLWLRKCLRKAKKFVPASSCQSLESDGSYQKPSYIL
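assay system = HUVEC, human umbilical vein endothelial cells | input = 3,000 HUVEC seeded per well | medium = EGM-2 growth medium on 0.1% gelatin-coated wells | dosing = one compound dose added by pin transfer | signal = immunofluorescence imaging | read-out basis = % PE-positive cells | control set = TNF-alpha, DMSO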
ERAP1 inh: ERAP1 (human) enzyme inhibition; Q9NZ08; recombinant ERAP1, Leu-AMC fluorescence, 60 min; inhibition, % at 10.7 µM; actives 0.15% (n = 340,000); AID 652197;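 active = mean replicate inhibition of at least 30%, or all replicates individually reaching that 30% level; inactive = mean below 30% and not every replicate reaching it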;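 note: 0% = neutral control wells and 100% = L-leucinethiol positive control wells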
Active calls of the source: *; u = inconclusive; x = no result given; & = joins results of further samples.

SMILES | S100A4 inh HTS | esBAF inh | ERp5 block | Xi reactivation | RAD52 anneal inh | RAD54 branch | E-sel inducer | ERAP1 inh
COc1ccc(-c2nc(CS(=O)CC(=O)N3CCCC3)c(C)o2)cc1 (configuration not stated) | -4 | 17 | 0 | -0.1 | 6 | 3 | 0.0 | 0
COc1cc(CN2CCNC(=O)C2CC(=O)NCCCC2CCCC2)cc(OC)c1 (configuration not stated) | 1 | 9 | -1 | 0.0 | -34 | 0 | x | -2
CN1CCN(S(=O)(=O)c2ccc(NC(=O)C(C)(C)C)cc2)CC1 | 0 | -8 | 0 | x | 0 | 2 | x | 2
COc1ccc2c3c(n(C)c2c1)[C@@H](CO)N(C(=O)C1CC1)CC31CCN(C(=O)C2CCOCC2)CC1 | 9 | x | 6 | 0.1 | 5 | x | 0.1 | 2
O=C(CN1CC[n+]2c(-c3cccs3)csc21)c1ccc(Br)cc1 | -7&3 | -2 | -2 | 0.5 | -9 | -17 | -0.2 | 13
CCCC[C@H](CC(=O)c1ccccc1)[C@@H](OC(C)=O)C(=O)Oc1c(C(C)C)cccc1C(C)C | -7 | -5 | 2 | -0.1 | -49 | 6 | -0.1 | x
O=C(C1CCCC1)N1C[C@@H]2N[C@H](C1)C2c1ccc(-c2ccncc2)cc1 (some centres not stated) | -9&-10 | x | 2&-5 | 0.0&0.1 | -3&8 | x | 0.0&-0.1 | 1
CCc1nnc(NC(=O)CCC(=O)N2CCN(c3cc(Cl)ccc3C)CC2)s1 | 1 | -5 | 0 | 0.2 | -10 | 3 | -0.4 | 0
O=C(NCCCN1CCOCC1)/C(=C/c1cccs1)NC(=O)c1ccccc1 | -13 | 2 | 2 | 0.1 | 0 | -8 | -0.2 | -5
O=C(Cn1cnc2ccc(Cl)cc2c1=O)NC1CCS(=O)(=O)C1 (configuration not stated) | 2 | -6 | -8 | 0.3 | -10 | 0 | -0.1 | -7
CCCNC(=O)C[C@@H]1CC[C@@H]2[C@H](COc3ccc(NC(=O)Nc4ccccc4F)cc3C(=O)N2C)O1 | -6 | 3 | 9 | 0.3 | -4 | -3 | -0.1 | 1
Cc1nc(NC(=S)NC(=O)COc2ccccc2Cl)ccc1Br | -13 | x | -3 | 0.0 | 1 | x | -0.5 | 7
COc1cc([C@@H]2CC=C(C(=O)O)[C@H](c3ccc(F)cc3)N2S(=O)(=O)c2ccc(C)cc2)cc(OC)c1OC | 0 | 7 | 4 | 0.0 | -8 | 2 | 0.0 | 5
COc1ccc(CNC(=O)c2ccc(Br)cc2)cc1 | 3 | x | 0 | 0.0 | 3 | x | 2.2 | -3
COCC(=O)N1CC2(C1)CN(S(C)(=O)=O)[C@H](CO)c1c2c2ccc(OC)cc2n1C | 11 | x | -6 | 0.1 | 5 | x | 0.1 | 1
Cc1noc(C)c1NC(=O)Nc1ccc2c(c1)C(=O)N([C@@H](C)CO)C[C@@H](C)[C@H](CN(C)C(=O)c1ccccc1)OCCCC[C@@H](C)O2 | -49 | 1 | 7 | 0.2 | 9 | 2 | -0.1 | 0
C[C@H](CO)N1C[C@H](C)[C@H](CN(C)Cc2cccc(C(F)(F)F)c2)Oc2ncc(C#CCN(C)C)cc2C1=O | -31 | -1 | 1 | 0.3 | -23 | -9 | 0.1 | 1
COC(=O)[C@]12C[C@H](CC(=O)NCc3ccccc3)C(=O)N(CCC3=CCCCC3)C1=C[C@H](COCc1ccccc1)O[C@@H]2C | 1 | x | -5 | 0.0 | -17 | x | 0.0 | 4
COc1ccc(CCN2C(=O)CSCC2(C)C(=O)Nc2ccc3c(c2)OCCO3)cc1OC (configuration not stated) | -1 | x | 1 | 0.2 | -12 | x | -0.2 | 6
CO[C@@H]1CC[C@@H]2CCN(C)C(=O)[C@@H](C)[C@H](OC)CN(C)C(=O)c3cccc(C#N)c3OC[C@@H]1O2 | -2 | 3 | 1 | -0.1 | -14 | 3 | 0.0 | 1
COC(=O)CCN(c1ccccc1)S(=O)(=O)c1cc(-c2cc(C)no2)ccc1C | 7 | 0 | 12 | 0.3 | -1 | 3 | x | -8
CCCCN(C(=O)c1cnc(C)cn1)c1c(N)n(CCC)c(=O)[nH]c1=O | 0 | -5 | -21 | -0.1 | -10 | -3 | x | 0
COC(=O)[C@@]12CCCCN1[C@H](c1ccc(-c3ccc(OC)cc3)c(OC)c1)[C@@H]1C(=O)N(C)C(=O)[C@@H]12 | -8 | 10 | -9 | -0.1 | -46 | -1 | -0.1 | -4
O=C(CCN1C(=O)c2ccccc2C1=O)NCc1cccc(Cl)c1 | -3 | 4 | -5 | 0.0 | -9 | x | 0.0 | 3
C[C@H](CO)N1C[C@H](C)[C@H](CN(C)Cc2ccccc2)Oc2ccc(NS(=O)(=O)c3ccccc3)cc2C1=O | -2 | -1 | 2 | -0.7 | 11 | 2 | -0.2 | -3
Cc1c(C=N)c(O)n(C)c(=O)c1C#N | 0 | -2 | 3 | 0.0 | -20 | -15 | 0.9 | -1
O=C(O)c1cccnc1SC1CC(=O)N(c2ccccc2)C1=O (configuration not stated) | 19 | x | 0 | 1.0 | -1 | 9 | x | 9
Cc1ccc(N(CC(=O)NC2CCCC2)C(=O)c2nsc(Cl)c2Cl)cc1 | 0 | -4 | 7 | 0.1 | 3 | -4 | 1.0 | -3
C[C@H](NC(=O)[C@@H]1N[C@@H]2c3ccc(-c4cccnc4)c(=O)n3C[C@@H]2[C@H]1CO)c1ccccc1 | -4 | 2 | -2 | 0.3 | -13 | 2 | 1.5 | 2
CC(C)(C)NC(=O)CC1C[C@H](C(=O)N2CCOCC2)[C@@]2(CCC3CCCC3)c3[nH]c4ccccc4c3CCN2C1=O (some centres not stated) | 1 | 0 | 5 | 2.3 | -7 | 1 | x | x
CCc1cccc(NC(=O)CCNC(=O)Cn2ccc3ccccc3c2=O)c1 | 0 | -1 | -3 | 0.2 | -4 | 2 | x | 0
CCCNC(=O)N1C[C@@H](O)COC[C@@H]2O[C@@H](CC(=O)N3CCOCC3)CC[C@H]21 | 10 | -2 | -3 | -0.1 | 10 | -11 | 0.1 | -1
COC(=O)c1ccc(NC(=O)c2cc(Cl)ccc2OC)cc1 | -2 | 9 | 0 | 0.0 | -4 | -7 | 0.2 | -2
O=C(c1cccs1)N1CCN(c2nc3ccccc3s2)CC1 | 0 | 21 | 3 | -0.1 | -14 | -8 | 0.0 | 0
CN1CCCN(C(=O)c2cc(-c3ccc(Cl)c(Cl)c3Cl)nc3ccccc23)CC1 | 7 | -1 | 3 | -0.8 | -2 | 2 | 0.3 | 4
Cc1noc(C)c1NC(=O)N(C)C[C@H]1Oc2ccc(NC(=O)Nc3cccc4ccccc34)cc2CC(=O)N([C@H](C)CO)C[C@@H]1C | 25 | -8 | -3 | 0.3 | -9 | -2 | 0.1 | -1
COC(=O)C1=C(C)N(Cc2ccc(C(F)(F)F)cc2)C(=NCc2ccc(C(F)(F)F)cc2)NC1c1ccc(F)cc1 (configuration not stated) | -7 | x | -1 | 0.2 | -37 | x | -0.3 | -4
C[C@@H]1CN([C@@H](C)CO)S(=O)(=O)c2ccc(/C=C/c3ccccc3)cc2O[C@@H]1CN(C)C(=O)Nc1cccc(F)c1 | -2 | -1 | -2 | -0.2 | -10 | 8 | 0.0 | 3
O=C1/C(=C/c2cccnc2)SC(=S)N1CC1CCCO1 (configuration not stated) | -3 | x | 1 | 0.4 | -28 | x | u | -2
Cc1ccc(NC(=S)NCc2ccc3[nH]c4c(c3c2)CCCC4)cc1 | -2 | -2 | 4 | 0.0 | -21 | -5 | 0.1 | 3
C[C@@H]1CN([C@@H](C)CO)C(=O)c2cccc(NC(=O)Nc3ccc(C(F)(F)F)cc3)c2O[C@H]1CN(C)Cc1ccc(Oc2ccccc2)cc1 | 5 | 6 | 6 | -0.6 | -18 | -5 | x | -3
O=C(O)c1ccc(C=NN2CCCCCC2)cc1 | 0 | 47* | 0 | -0.1 | 5 | 4 | 0.0 | -3
CCc1cc(=O)oc2c(C)c(OC(C)C(=O)NCC3CCC(C(=O)O)CC3)ccc12 (configuration not stated) | 0 | 2 | 2 | x | -6 | 10 | x | -1
C[C@@H]1CCCCO[C@@H](CN(C)C(=O)CCC(F)(F)F)[C@@H](C)CN([C@@H](C)CO)C(=O)c2cc(NS(C)(=O)=O)ccc2O1 | -20 | -9 | -4 | 0.1 | -10 | 2 | -0.2 | 0
O=S(=O)(Cc1ccccc1)NCCc1cccc(Cl)c1 | 0 | -1 | -2 | 0.1 | -3 | -5 | x | -1
CC(=O)N1CCc2cc(S(=O)(=O)CCC(=O)N3CCN(c4cc(C)ccc4C)CC3)ccc21 | -1 | -4 | x | 0.0 | -14 | -3 | 0.2 | -2
COc1ccc(OC)c(N(CC(=O)NC2CCCCCC2)S(=O)(=O)c2ccc(C)cc2)c1 | -21 | -2 | 6 | 0.0 | -31 | -6 | -0.1 | -3
C[C@H]1C=C(C(=O)Nc2ccccc2)O[C@@H](OCCCCO)C1 | 15 | x | -1 | x | 2 | 0 | x | -1
O=C(C[C@H]1C[C@@H]2c3cc(NC(=O)NC4CCCC4)ccc3O[C@@H]2[C@@H](CO)O1)NCc1ccc2c(c1)OCO2 | 7 | 4 | -2 | 0.2 | 4 | 2 | 0.4 | 0
CC1CCCN(c2ncnc3c2cnn3-c2ccccc2)C1 (configuration not stated) | 2 | -71 | 9 | 0.2 | -4 | -6 | 0.1 | -3
COc1ccc(NC(=O)Nc2c(C)noc2-c2ccccc2)cc1 | -2 | -3 | 2 | 0.3 | -13 | x | x | 4
COc1ccc(-n2ncc3c2CC(C)(C)CC3NC(=O)Cc2nonc2C)cc1 (configuration not stated) | -2 | -2 | 4 | 0.0 | -12 | 7 | x | -4
CC=Cc1ccc2n(c1=O)C[C@H]1[C@H](CO)[C@@H](C(=O)NCC3CC3)N(C(=O)C3CCOCC3)[C@@H]21 (mixture of isomers) | 7 | -2 | 2 | 0.0 | -26 | -14 | -0.3 | 0
CCCNC(=O)[C@H]1[C@H](CO)[C@H]2Cn3c(ccc(-c4ccc(F)cc4)c3=O)[C@@H]1N2CCC | 14 | 1 | 4 | 0.2 | -5 | -6 | 0.0 | 0
CCC(=O)N1CCN(c2ccc(Cl)cc2NC(=S)NC(=O)c2ccco2)CC1 | 2 | -2 | 1 | 0.0 | -2 | -6 | -0.6 | 2
COc1ccc(C2SCC(=O)N2c2ccccc2)cc1 (configuration not stated) | 0 | 0 | 0 | 0.2 | -14 | -7 | x | -5
CCOc1ccc(NC(=O)NCc2cccnc2)cc1 | 2 | x | -2 | 0.2 | -15 | x | x | 8
CC1CCN(c2ccc3nnc(CCC(=O)Nc4ccc(F)c(F)c4)n3n2)CC1 | 3 | -6 | 2 | 0.1 | -6 | 0 | 2.4 | 1
